Screening data (PubChem BioAssay)
Bcl-2 Bim block: disrupts Bim peptide binding to human Bcl-2; Bead-based flow cytometry, Bim peptide-Bcl-2 binding; inhibition, % at 10 µM; 0.06% of 190,000 active; AID 950; in the data active = inhibition above about 40%; inconclusive = no clear call, values can overlap the other calls;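 note: 0% = no compound wells with probe peptide and 100% = reference peptide inhibitor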
Target sequence (P10415 whole entry, looked up): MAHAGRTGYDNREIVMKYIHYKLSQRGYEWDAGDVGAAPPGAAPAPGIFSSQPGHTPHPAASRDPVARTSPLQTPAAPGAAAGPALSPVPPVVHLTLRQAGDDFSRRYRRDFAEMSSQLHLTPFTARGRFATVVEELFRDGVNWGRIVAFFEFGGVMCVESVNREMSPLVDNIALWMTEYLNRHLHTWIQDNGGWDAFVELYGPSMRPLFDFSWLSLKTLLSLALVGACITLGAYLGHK
GSH fluor: GSH bead compound fluorescence profile. GSH beads flow cytometry, compound fluorescence 488/530 nm; hits give high values. AID 1776. fluorescence (KMESF) at 10 µM. 0.25% of 190,000 active; in the data active = fluorescence above about 89;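 note: glutathione beads carrying GST-tagged Bcl family fusion proteins plus one bare bead set; values are compound well signal with DMSO vehicle wells as background; inactives centre near 16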
RGS4-Gao reg: modulates binding of RGS4 to human Galphao; Multiplexed bead flow cytometry; actives lie on both sides; AID 1415; P09471; binding response (% of control), % at 10 µM; 0.33% of 220,000 active; in the data active = binding response below about 49% or above about 150%; inactive = in between;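 note: fluorescent Galphao activated with aluminum fluoride binding bead-coupled RGS4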
Target sequence (P09471 whole entry, looked up): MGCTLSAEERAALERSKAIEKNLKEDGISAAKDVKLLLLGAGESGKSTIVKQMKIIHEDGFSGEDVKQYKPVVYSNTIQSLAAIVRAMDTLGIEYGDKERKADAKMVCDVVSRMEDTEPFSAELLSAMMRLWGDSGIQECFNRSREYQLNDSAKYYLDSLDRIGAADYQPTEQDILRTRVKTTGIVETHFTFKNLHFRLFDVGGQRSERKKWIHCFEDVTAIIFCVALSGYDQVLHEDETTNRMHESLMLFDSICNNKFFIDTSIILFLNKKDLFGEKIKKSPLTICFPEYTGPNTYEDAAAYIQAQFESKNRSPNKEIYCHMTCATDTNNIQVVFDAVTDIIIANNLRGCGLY
RGS8-Gao: human RGS8-Galphao interaction regulation. AID 1423. response (percent of control binding), % at 10 µM. P09471. 0.34% of 220,000 active. multiplexed bead flow cytometry, RGS8-Galphao binding; actives lie on both sides; in the data active = response below about 60% or above about 140%; inactive = in between;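 note: Galphao activated as the GDP aluminium fluoride complex binding bead-coupled RGS8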
Bim-Bcl-XL: disrupts Bim peptide binding to human Bcl-XL. Q07817. 0.04% of 190,000 active. inhibition, % at 10 µM. bead flow cytometry, fluorescence
Target sequence (Q07817 whole entry, looked up): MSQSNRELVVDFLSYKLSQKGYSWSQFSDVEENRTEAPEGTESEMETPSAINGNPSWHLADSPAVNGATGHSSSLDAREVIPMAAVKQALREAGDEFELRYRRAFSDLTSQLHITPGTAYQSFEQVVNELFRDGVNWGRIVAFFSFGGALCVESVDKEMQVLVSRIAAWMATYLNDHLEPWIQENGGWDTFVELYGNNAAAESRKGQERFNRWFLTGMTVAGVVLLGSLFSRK
Bim-Bcl-W: human Bim-Bcl-W interaction inhibition. inhibition, % at 10 µM. bead-based flow cytometry, Bim peptide-Bcl-W binding. Q92843. 0.02% of 190,000 active;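 note: 0% = bound tracer without compound and 100% = peptide blocker; higher means less fluorescent Bim peptide bound to Bcl-W beads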
RGS7-Gao reg: regulators of human RGS7-Galphao interaction | P09471 | Multiplexed bead flow cytometry, RGS7-Galphao binding; actives lie on both sides | binding response (% of control), % at 10 µM | 0.35% of 220,000 active | AID 1439; in the data active = binding response below about 49% or above about 150%; inconclusive = no clear call, values can overlap the other calls; inactive = in between;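 note: fluorescent Galphao held in activated GDP-AlF4 state binding bead-coupled RGS7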
Bim-Bfl-1: inhibitors of Bim-Bfl-1 interaction, human; Bead-based flow cytometry, Bim-Bfl-1 binding inhibition; 0.12% of 190,000 active; inhibition, % at 10 µM; AID 1008; Q16548;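 note: 0% = wells without compound plus tracer and 100% = blocker peptide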
Mcl1-Bid inh: disrupts binding of human Mcl-1 to Bid peptide; Q07820; TR-FRET Mcl-1/Bid-Dy647 peptide binding, 1536-well; inhibition, % at 21.7 µM; 0.97% of 220,000 active; AID 1021;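 active = compounds that cut the binding signal by more than half at the single screening dose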;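 note: His-tagged Mcl-1 with europium anti-His antibody binding Bid BH3 peptide; 0% = Mcl-1 plus peptide wells and 100% = peptide-only wells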
Bim-Mcl-1: inhibitors of Bim-Mcl-1 interaction, human. inhibition, % at 10 µM. Q07820. 0.1% of 190,000 active. Bead-based flow cytometry, Bim peptide-Mcl-1 binding;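 note: 0% = no compound tracer wells and 100% = peptide blocker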
Bcl-B Bim block: inhibitors of Bim-Bcl-B interaction, human | Q9HD36 | bead-based flow cytometry, Bim peptide-Bcl-B binding | 0.073% of 190,000 active | AID 951 | inhibition, % at 10 µM;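 note: 0% = tracer peptide without compound and 100% = reference inhibitor peptide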
Target sequence (Q9HD36 whole entry, looked up): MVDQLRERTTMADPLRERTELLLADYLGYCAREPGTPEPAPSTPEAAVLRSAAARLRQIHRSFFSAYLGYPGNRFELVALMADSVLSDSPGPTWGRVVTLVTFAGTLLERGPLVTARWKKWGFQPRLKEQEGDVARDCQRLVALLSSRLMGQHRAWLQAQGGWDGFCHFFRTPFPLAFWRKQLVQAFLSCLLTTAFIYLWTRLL
Starred values were filed as active, the others as inactive; ? = inconclusive; / = not tested or not shown. Cut-off read from the data, not from the text of the source, unless noted: active = inhibition above about 40%.

Sequence of screens – Bcl-2 Bim block, Bcl-B Bim block, Bim-Mcl-1, RGS7-Gao reg, Bim-Bcl-W, Bim-Bfl-1, GSH fluor, Bim-Bcl-XL, Mcl1-Bid inh, RGS8-Gao, RGS4-Gao reg
COc1ccc(CC(=O)Nc2nc(-c3cccc([N+](=O)[O-])c3)cs2)cc1
    -3, -5, -6, 104, -3, -3, 7, -5, -19, 101, 101
CCNc1cc(Cl)nc(SC)n1
    0, -1, 0, 104, 1, -1, 17, 0, 4, 103, 106
C/C(=N\N=C1/NC(=O)C(C)S1)c1ccco1 (configuration not stated)
    -1, 2, 0, 101, -1, -5, 10, 0, -25, 100, 102
OCC1(Cc2ccccc2)CCN(Cc2ccccn2)CC1
    -1, -2, 0, 90, -1, -5, 12, -3, -8, 99, 97
COc1ccc(NC(=O)CN2C(=O)CSC2=O)cc1
    0, 0, 0, 99, -2, -5, 13, -4, -5, 101, 100
COC(=O)/C(=C1/Oc2ccc(C(C)(C)C)cc2S1)C(F)(F)F
    -4, -8, -7, 103, -4, -4, 9, -10, -7, 103, 102
Cc1ccc2oc(=O)n(CCOc3ccccc3Cl)c2c1
    -8, -6, -1, 100, 4, -10, 25, 0, -2, 104, 102
O=C1C2C3C=CC(C4CC34)C2C(=O)N1Cc1ccccc1 (configuration not stated)
    -2, -7, -4, 103, -1, -10, 14, -5, -27, 105, 103
COc1cccc(CN(CC(=O)NCC2CCCO2)C(=O)CCC(=O)Nc2cc(C)on2)c1 (configuration not stated)
    0, -2, 1, 98, 0, -6, 51, 0, -14, 101, 99
Cc1nnc(C)n1/N=C/c1cccs1
    -13, -11, -4, 100, 1, -11, 14, -5, -40, 102, 103
COC(Cn1c(C)c(C(C)=O)c(C(C)=O)c1C)OC
    -3, -3, -3, 98, -3, -2, 15, -3, -29, 100, 101
CCC(=O)Oc1ccc(NC(=O)CSCc2ccccc2)cc1
    -1, -1, 4, ?, -1, -4, 14, -2, -30, 101, 100
Fc1ccccc1NC(=S)NCCc1ccccc1
    -7, -6, -3, 101, -2, 0, 36, 0, -60, 99, 96
O=C(CSc1nnc(-c2ccc(Cl)cc2)n1Cc1ccco1)Nc1ccc2c(c1)OCCO2
    0, -2, -1, 93, -3, -2, 16, -6, -5, 96, 94
Cc1nc2ccccc2cc1C(=O)N/N=C/c1ccc([N+](=O)[O-])cc1
    0, -8, -3, 101, -3, 0, 13, -6, -15, 93, 96
CCn1c(=O)cc(SCC(=O)NCc2ccc(C)cc2)c2ccccc21
    -4, -3, -3, 96, -1, -3, 19, -4, 2, 98, 97
COC(=O)c1nn(-c2ccc(OC)cc2)c(=O)cc1Oc1cccc(Cl)c1
    -1, -2, -5, 102, -2, -4, 27, -5, -12, 99, 102
Cc1cc(NS(=O)(=O)c2ccc(NC(=O)Nc3cccc(Cl)c3)cc2)no1
    0, -2, -2, 93, -3, -2, 13, -6, 1, 98, 97
Cc1ccc(-c2csc(NC(=O)C3CCN(S(=O)(=O)c4cccs4)CC3)n2)cc1
    -5, -8, -4, 101, -4, -2, 9, -9, -4, 94, 98
O=C(CSc1ncn[nH]1)Nc1ccccc1-c1ccccc1
    0, -3, 2, 105, 2, -8, 13, -3, 5, 101, 104

Shown bar-delimited: entries from further up.
SMILES | Bcl-2 Bim block | Bcl-B Bim block | Bim-Mcl-1 | RGS7-Gao reg | Bim-Bcl-W | Bim-Bfl-1 | GSH fluor | Bim-Bcl-XL | Mcl1-Bid inh | RGS8-Gao | RGS4-Gao reg
COc1ccc(CC(=O)Nc2nc(-c3cccc([N+](=O)[O-])c3)cs2)cc1 | -3 | -5 | -6 | 104 | -3 | -3 | 7 | -5 | -19 | 101 | 101
CCNc1cc(Cl)nc(SC)n1 | 0 | -1 | 0 | 104 | 1 | -1 | 17 | 0 | 4 | 103 | 106
C/C(=N\N=C1/NC(=O)C(C)S1)c1ccco1 (configuration not stated) | -1 | 2 | 0 | 101 | -1 | -5 | 10 | 0 | -25 | 100 | 102
OCC1(Cc2ccccc2)CCN(Cc2ccccn2)CC1 | -1 | -2 | 0 | 90 | -1 | -5 | 12 | -3 | -8 | 99 | 97
COc1ccc(NC(=O)CN2C(=O)CSC2=O)cc1 | 0 | 0 | 0 | 99 | -2 | -5 | 13 | -4 | -5 | 101 | 100
COC(=O)/C(=C1/Oc2ccc(C(C)(C)C)cc2S1)C(F)(F)F | -4 | -8 | -7 | 103 | -4 | -4 | 9 | -10 | -7 | 103 | 102
Cc1ccc2oc(=O)n(CCOc3ccccc3Cl)c2c1 | -8 | -6 | -1 | 100 | 4 | -10 | 25 | 0 | -2 | 104 | 102
O=C1C2C3C=CC(C4CC34)C2C(=O)N1Cc1ccccc1 (configuration not stated) | -2 | -7 | -4 | 103 | -1 | -10 | 14 | -5 | -27 | 105 | 103
COc1cccc(CN(CC(=O)NCC2CCCO2)C(=O)CCC(=O)Nc2cc(C)on2)c1 (configuration not stated) | 0 | -2 | 1 | 98 | 0 | -6 | 51 | 0 | -14 | 101 | 99
Cc1nnc(C)n1/N=C/c1cccs1 | -13 | -11 | -4 | 100 | 1 | -11 | 14 | -5 | -40 | 102 | 103
COC(Cn1c(C)c(C(C)=O)c(C(C)=O)c1C)OC | -3 | -3 | -3 | 98 | -3 | -2 | 15 | -3 | -29 | 100 | 101

(cont.)
Sequence of screens – Bcl-2 Bim block, Bcl-B Bim block, Bim-Mcl-1, RGS7-Gao reg, Bim-Bcl-W, Bim-Bfl-1, GSH fluor, Bim-Bcl-XL, Mcl1-Bid inh, RGS8-Gao, RGS4-Gao reg
Cn1c2c(c(=O)n(C)c1=O)C(c1ccccc1OC(F)F)C1=C(CCCC1=O)N2 (configuration not stated)
    -2, -4, -1, 105, -2, -4, 17, -5, -67, 106, 99
Cc1cc2c(c(SCC#N)n1)C(=O)OC2
    0, 0, 0, 100, 0, 4, 13, -2, -8, 95, 95
CC(C)C(c1nnnn1C(C)(C)C)N1CCOCC1 (configuration not stated)
    -8, -8, -3, 87, 1, -11, 40, -6, 19, 95, 93
Cc1ccc(C(=O)N/N=C/c2cccc(OC(=O)/C=C/c3ccco3)c2)cn1
    0, -2, 0, 102, 1, -4, 17, 0, -66, 101, 100
CN(C(=O)COC(=O)c1ccc2c(=O)n3c(nc2c1)CCC3)C1CCS(=O)(=O)C1 (configuration not stated)
    -1, -2, 0, ?, -1, -3, 18, -1, -6, 97, 96
COc1ccccc1N1CCN(C(=O)C(=O)N/N=C/c2cccc(O)c2)CC1
    -11, -5, -2, 102, 1, -12, 23, -3, -6, 102, 102
O=C(Nc1ccccc1)C1=C[C@H](C2CCCCC2)C[C@H](OCc2ccc(CO)cc2)O1
    -7, -5, -4, 99, 0, -6, 20, -3, 2, 100, 101
O=C(Cn1ncc2c3ccccc3n(Cc3ccc(F)cc3)c2c1=O)N1CCN(c2ncccn2)CC1
    -3, -7, 0, 98, -1, -8, 39, -10, 2, 99, 102
C/C(N)=C(/C#N)C(=O)CSc1cc(C)c2cc(C)cc(C)c2n1
    -2, -3, -1, ?, -1, -4, 17, 0, -44, 98, 99
Cc1ccc(S(=O)(=O)NCCN2CCOCC2)cc1
    -7, -9, -5, 102, -4, -14, 28, -6, -7, 104, 103
O=C(C1=C[C@@H](C2CC2)C[C@@H](OCc2ccc(CO)cc2)O1)N1CCOCC1
    -2, -3, 0, 96, -2, -2, 17, 0, 1, 99, 97
COc1ccc(N2CCN(C(=O)CN3CCN(C(c4ccccc4)c4ccccc4)CC3)CC2)cc1
    -7, -2, 1, 102, -3, -15, 14, -2, -2, 100, 102
COc1ccc(OC(=O)c2cccc([N+](=O)[O-])c2)c(C(=O)/C=C/c2cccs2)c1
    -4, -6, 3, 104, 5, -12, 65, -2, -24, 104, 99
CCC(=O)NC(=S)Nc1ccccc1F
    -2, -4, 0, 80, -2, -2, 13, 0, -40, 102, 86
COCCNc1nc(-c2cc(C)n(CCc3ccc(OC)cc3)c2C)cs1
    7, 5, 1, 92, 5, 8, 11, 3, -2, 101, 97
O=C(NCCc1ccccc1)c1ccc(-c2ccc(F)cc2)o1
    -4, -2, -1, ?, -1, -5, 17, -1, -6, 99, 101
CCn1c(Cc2cccs2)nnc1SCC(=O)NC(C)(C)C
    -2, -3, -6, 94, 0, -5, 25, 1, -2, 100, 100
O=C(Nc1ccc2c(c1)N(Cc1ccccc1)C(=O)c1ccccc1S2)NC1CC1
    -8, -2, -5, 94, -2, 2, 24, -6, -14, 89, 89
Cc1ccccc1-n1ccnc1SCC(=O)O
    -5, -6, 0, 98, 4, -11, 53, 14, -37, 99, 99
CC(/C=N/NC(=O)Cn1cnc2ccccc21)=C\c1ccccc1
    -3, -4, -2, 104, -3, -2, 5, -8, -1, 107, 101

(cont.)
Sequence of screens – Bcl-2 Bim block, Bcl-B Bim block, Bim-Mcl-1, RGS7-Gao reg, Bim-Bcl-W, Bim-Bfl-1, GSH fluor, Bim-Bcl-XL, Mcl1-Bid inh, RGS8-Gao, RGS4-Gao reg
O=C(CN1N=C(C(F)(F)F)CC1(O)c1ccc([N+](=O)[O-])cc1)c1ccccc1 (configuration not stated)
    0, -6, -2, /, -3, 1, 19, -3, 22, /, /
COc1cccc(NC(C)C(=O)N2CC(C)OC(C)C2)c1 (configuration not stated)
    0, 0, 2, 97, 0, -2, 28, 1, -53, 101, 93
COc1ccc(N/C=C(\C2OC(=O)c3ccccc32)[N+](=O)[O-])cc1 (configuration not stated)
    -2, -3, 0, ?, 0, -4, 18, -2, -77, 98, 99
Cc1ccc(NCCC(=O)c2cccs2)cc1C
    9, 6, 24, 100, 0, 6, 10, 3, -43, 102, 103
CCCC1CC(C)(C(=O)Cn2[nH]c(=O)ccc2=O)OC1=O (configuration not stated)
    -8, -5, 0, 98, 0, -8, 28, -2, -7, 99, 101
Cc1ccc(SCC(=O)N2c3ccccc3Sc3ccccc32)cc1
    -1, -2, -2, 101, 0, 0, 9, -2, -10, 100, 100
O=C(CCc1ccccc1)NCCC1=CCCCC1
    -1, -3, 0, 101, -3, 0, 7, -3, -30, 100, 98
COc1ccc(C(=O)C2CCCN(Cc3ccc4nonc4c3)C2)cc1F (configuration not stated)
    -7, -7, -4, 103, -5, -8, 14, -4, -35, 104, 100
COc1cccc(C2C3=C(CCCC3=O)Nc3nc(-c4cc(OC)c(OC)c(OC)c4)nn32)c1 (configuration not stated)
    1, 2, 2, 101, 0, 0, 16, -2, -12, 103, 99
Cc1ccc2occ(/C=C/C(=O)O)c(=O)c2c1
    0, 0, -1, 101, -2, -2, 23, 0, -21, 100, 97
COC(=O)c1cc(NC(=O)C2(S(=O)(=O)c3ccc(C)cc3)CC2)cc(C(=O)OC)c1
    3, -1, 0, 100, -4, -1, 9, -3, -7, 101, 101
Cc1cc(C(=O)N2CCN(C(c3ccccc3)c3ccccc3)CC2)no1
    -5, -3, -2, 117, -1, -6, 50, -4, 9, 104, 120
Cc1cccc(N2CCN(C(=S)c3ccc([N+](=O)[O-])cc3)CC2)c1
    4, -21, -13, 139, 0, 18, 4, -3, -29, 83, 100
O=C(Oc1ccnc2cc(Cl)ccc12)N1CCCCCC1
    -3, -6, -1, 98, 2, -5, 16, -1, -3, 103, 105
Cc1ccc(-c2csc(NC(=O)CCNC(=O)c3ccco3)n2)cc1
    -2, -2, 2, ?, 0, -7, 17, 2, -1, 103, 101
COc1ccc2[nH]c3c(=O)n(Cc4ccc(C(=O)N5CCC(C(N)=O)CC5)cc4)c(=S)[nH]c3c2c1
    3, -46, 0, ?, 4, 22, 11, 0, -156, 98, 103
Cc1ccc(C)c2[nH]c(=O)c(CCNC(=O)Cc3cccs3)cc12
    0, -3, -5, /, -1, 2, 17, -4, -2, /, /
